Luciferase inh – inhibitors of firefly (Photinus pyralis) luciferase; Potency, µM (highest dose often 115 µM), for inactives: at the top dose activity change, negative = inhibition, most hits filed as inhibitors; hit rate 2.5% among 76,000; P08659; purified P. pyralis luciferase, luminescence, biochemical; AID 1347043; further: potency means the concentration at half of the fitted maximal effect; nearly all actives have a fitted effect of over 65% in size
Target sequence (P08659 whole entry, looked up): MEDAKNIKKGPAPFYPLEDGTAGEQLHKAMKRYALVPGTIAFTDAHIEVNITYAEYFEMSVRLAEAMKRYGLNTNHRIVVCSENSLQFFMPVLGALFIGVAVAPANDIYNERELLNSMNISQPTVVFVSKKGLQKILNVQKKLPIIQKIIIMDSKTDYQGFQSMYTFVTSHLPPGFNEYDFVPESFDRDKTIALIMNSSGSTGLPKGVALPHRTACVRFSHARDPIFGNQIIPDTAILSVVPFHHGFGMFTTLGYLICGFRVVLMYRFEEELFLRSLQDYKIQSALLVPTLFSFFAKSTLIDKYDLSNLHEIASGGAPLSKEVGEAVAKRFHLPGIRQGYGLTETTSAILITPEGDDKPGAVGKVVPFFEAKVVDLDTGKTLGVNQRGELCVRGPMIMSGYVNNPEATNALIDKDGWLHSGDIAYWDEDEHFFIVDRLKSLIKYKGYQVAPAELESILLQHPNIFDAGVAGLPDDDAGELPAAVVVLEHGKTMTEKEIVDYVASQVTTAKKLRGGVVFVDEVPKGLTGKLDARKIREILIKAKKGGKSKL
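Purified 10nM P. pyralis luciferase with 10uM D-luciferin and 10uM ATP in 50mM Tris acetate pH 7.5, 10mM Mg acetate, 0.01% Tween-20, 0.05% BSA. qHTS titration; luminescence read by CCD imager.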
HEK cytotox – cytotoxic compounds in HEK 293 cells; HEK 293 viability, ATP luminescence (CellTiter-Glo), 48-72 h; Potency, µM (highest dose often 115 µM), for inactives: at the top dose activity change, negative = cytotoxicity, most hits filed as inhibitors; hit rate 6.6% among 94,000; further: potency means the concentration at half of the fitted maximal effect; nearly all actives have a fitted effect of over 60% in size
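CellTiter-Glo luminescence (cellular ATP) was read after 48 or 72 hr of compound exposure at 37 degree Celsius. Cells were HEK 293 plated at 250 cells/well.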
GPT2 inh – inhibitors of human GPT2 alanine aminotransferase. Q8TD30. Recombinant GPT2, coupled pyruvate oxidase/HRP Amplex Red fluorescence. Potency, µM (highest dose often 57.7 µM), without a hit: at the highest dose activity change, negative = inhibition, actives largely listed as inhibitors. hit rate 0.25% among 100,000. AID 1671188; further: potency means the concentration at half of the fitted maximal effect; nearly all actives have a fitted effect of over 60% in size; many of its hits are not listed in these tables
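Fluorescence of coupled pyruvate oxidase/HRP/Amplex Red system (50uM Amplex, 30 min, dark) reports pyruvate formed by GPT2. Enzyme reaction: 10ng/uL GPT2, 2mM L-alanine, 250uM a-KG, 30 min room temperature, pH 7.5; 50uM AOA control.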
SNCA expr inh – reduces expression of the alpha-synuclein gene; HEK-293 SNCA-luciferase knock-in, luminescence, 24 h; Potency, µM (series often up to 57.2 µM), for the others: at the top dose activity change, negative = inhibition, actives largely listed as inhibitors; hit rate 0.17% among 140,000;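 further: potency means the concentration at half of the fitted maximal effect; plate controls were DMSO cells for no effect and cell-free wells for full effect; nearly all actives have a fitted effect of over 45% in size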
IP6K1 inh – inhibitors of human IP6K1; hit rate 0.81% among 140,000; activity change, % (series mostly up to about 58 µM); Q92551; IP6K1 kinase, ADP-Glo luminescence, 2 h; stronger effect = lower value; in the data active means activity change below about -25%
Target sequence (Q92551 whole entry, looked up): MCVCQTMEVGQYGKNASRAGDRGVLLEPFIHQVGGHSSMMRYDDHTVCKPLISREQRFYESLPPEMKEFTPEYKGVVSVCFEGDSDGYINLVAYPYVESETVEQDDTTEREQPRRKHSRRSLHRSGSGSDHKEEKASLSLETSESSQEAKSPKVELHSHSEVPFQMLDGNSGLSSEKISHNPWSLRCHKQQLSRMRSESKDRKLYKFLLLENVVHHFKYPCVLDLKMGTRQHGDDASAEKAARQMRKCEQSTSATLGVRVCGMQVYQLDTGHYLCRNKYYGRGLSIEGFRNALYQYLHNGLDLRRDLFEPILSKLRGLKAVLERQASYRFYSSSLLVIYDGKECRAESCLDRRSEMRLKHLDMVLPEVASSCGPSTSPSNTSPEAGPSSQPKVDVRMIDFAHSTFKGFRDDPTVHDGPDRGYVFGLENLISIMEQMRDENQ
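ADP-Glo luminescence measures ADP made by human IP6K1 during a 2 h RT reaction with ATP/IP6 (mix at 1.3 mM/130 uM); top library doses 57.5 and 19.1 uM final.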
HEK293 viab – counter-screen for SNCA expression inhibitors: cell viability; HEK-293-SNCA-luc viability, GF-AFC fluorescence, 24 h; Potency, µM (series often up to 57.1 µM), for the others: top-dose activity change, negative = cytotoxicity, actives largely listed as cytotoxic; hit rate 0.12% among 150,000; AID 1671193;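 further: potency means the concentration at half of the fitted maximal effect; 0% = DMSO-treated cells and -100% = medium-only wells without cells; nearly all actives have a fitted effect of over 30% in size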
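Cytotoxicity counterscreen: after 24 h compound treatment of genome-edited SNCA-luciferase HEK-293 cells, live-cell protease substrate GF-AFC read by fluorescence after 30 min; activity scaled between DMSO (0%) and medium-only (-100%), curves Hill-fitted.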
NIH3T3 tox – kills NIH 3T3 cells; NIH 3T3 viability, CellTiter-Glo ATP luminescence, 48-72 h; Potency, µM (series often up to 96.7 µM), inactives show at the top dose activity change, negative = cytotoxicity, hits mostly inhibitors; hit rate 4.3% among 94,000; further: potency means the concentration at half of the fitted maximal effect; nearly all actives have a fitted effect of over 55% in size
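Cytotoxicity is measured as loss of cellular ATP: NIH 3T3 cells (400/well) are exposed to compound for 48 or 72 hr at 37 °C, then CellTiter-Glo luminescence is imaged after 10 min at room temperature.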
* = called active by the depositor; i = inactive; ? = inconclusive; nt = no result given; & = joins results of further samples; [ ] = dose if it differs, or a comment. Unless noted, the call rests on the fitted dose curve; in most records, active means well fitted curve in the direction sought with a large enough effect; inconclusive means small, poorly fitted or top-dose-only effect, or another doubt; inactive means no such curve, though single readings can be large; an effect the other way counts as inactive or inconclusive. Unless noted, on the % scale 0 is the no-effect control and ±100 the full control effect.

The first four compounds, ahead of the listing:
SMILES	Luciferase inh	HEK cytotox	GPT2 inh	SNCA expr inh	IP6K1 inh	HEK293 viab	NIH3T3 tox
CC(=O)NCCCC(=O)N1Cc2ccccc2OC2(CCN([S+](C)(=O)[O-])CC2)C1	nt	i	-0.9%	-3.9%	5.3	-2.2%	i
Cc1ccc(C(=O)N2C[C@@H](Oc3cccnc3)C[C@H]2C(N)=O)s1	-1.7%	3.9%	i	-3.5%	9.9	0.5%	0.7%
Cc1cccc(N2CCN(C(=O)C3c4ccccc4CC(=O)N3C)CC2)c1C (centres undefined)	1.2%	?	-0.5%	-13.6%	-4.3	-9.8%	?
CCOc1ccc(N(CC)S(=O)(=O)N2CCCC(C(=O)NCc3ccccc3Cl)C2)cc1 (centres undefined)	nt	nt	nt	?	18.8	-12.2%	nt

The whole of this part, from the first entry:
SMILES	Luciferase inh	HEK cytotox	GPT2 inh	SNCA expr inh	IP6K1 inh	HEK293 viab	NIH3T3 tox
CC(=O)NCCCC(=O)N1Cc2ccccc2OC2(CCN([S+](C)(=O)[O-])CC2)C1	nt	i	-0.9%	-3.9%	5.3	-2.2%	i
Cc1ccc(C(=O)N2C[C@@H](Oc3cccnc3)C[C@H]2C(N)=O)s1	-1.7%	3.9%	i	-3.5%	9.9	0.5%	0.7%
Cc1cccc(N2CCN(C(=O)C3c4ccccc4CC(=O)N3C)CC2)c1C (centres undefined)	1.2%	?	-0.5%	-13.6%	-4.3	-9.8%	?
CCOc1ccc(N(CC)S(=O)(=O)N2CCCC(C(=O)NCc3ccccc3Cl)C2)cc1 (centres undefined)	nt	nt	nt	?	18.8	-12.2%	nt
Cc1cc(Nc2cccc(Cl)c2)nc2ccc(NC(=O)c3cncc(Br)c3)cc12	nt	nt	nt	-27.3%	14.5	-26.7%	nt
CCOC(=O)Cc1ccc(NC(=O)N2CCOc3ccc(C)cc32)cc1	nt	nt	nt	-4.1%	10.4	-6.1%	nt
CCC(C)(C)C(=O)N1CCC(N2C(=O)CCC2C(=O)NCc2ccccc2)CC1 (centres undefined)	-12.9%	-24.1%	4.4%	-6.2%	-8.6	?	-24.9%
COc1ccccc1C(=O)NC1CCN(CCn2nc3n(c2=O)CCCC3)C1 (centres undefined)	nt	i	nt	nt	-9.8	nt	-12.3%
COc1cc2c(cc1OC)C(COc1cc(C)cc(C)c1)N(C(=O)C(C)(C)C)CC2 (centres undefined)	nt	nt	nt	?	-2.3	10.2%	nt
COc1ccc(C(=O)N2CCC3(CC2)CC(O)CCO3)c(OC)c1 (centres undefined)	2.3%	5.7%	-18.2%	7.3%	17.1	8.5%[12.5 µM]	3.8%
Cc1cc(C(=O)N(Cc2ccncc2)Cc2cccc(OCCc3ccc(F)cc3)c2)n(C)n1	-5.1%	?	-7.5%	-19.9%	18.8	-6.3%	?
COc1ccc(C(=O)N2CCC(C(=O)N3CCC(N4Cc5ccccc5C4=O)CC3)CC2)cc1	nt	-39.4%&-22.7%	-12.5%	-9.2%&-12.9%	-2.9&-8.0	16.0%&6.7%	-28.6%&-25.4%
CCCn1cnc(NC(=O)NC2CC(C)(C)NC(C)(C)C2)n1	-5.2%	i	3.2%	0.8%	8.9	3.9%	-1.0%
CCc1nc2ccc(C(=O)N3CCN(c4ccccc4)CC3)cc2nc1CC	nt	nt	nt	41.0%[activator]	28.4	?	nt
COCCn1c(C)cnc1CCNC(=O)c1ccnn1C	3.6%	-1.5%	i	11.8%	-9.1	-0.2%	i
COc1ccc(N2CCN(C(CNC(=O)c3c(F)cccc3F)c3ccc4c(c3)OCO4)CC2)cc1 (centres undefined)	nt	nt	nt	24.7%	9.9	-1.0%	nt
Cc1cc(CN2CCc3n[nH]c(=O)n3CC2)n(C)n1	-10.4%	-18.9%	i	-12.1%	-3.3	-5.4%	-27.4%
CCCCCn1c(=O)[nH]c2cc(C(=O)Nc3cc(C)cc(C)c3)ccc2c1=O	nt	nt	nt	38.5%[activator]	2.4	5.8%	nt
COc1ccc(OC2CN(Cc3ccnn3C)C2)cc1	nt	-1.5%[172 µM]	-3.3%[88.5 µM]	14.2%[87.6 µM]	0.4	1.1%[87.6 µM]	-3.4%[138 µM]
COc1ccccc1CN(Cc1ccccc1OC)[C@H]1C[C@@H](Cc2cc(CN3CCOCC3)on2)C1(C)C	-0.8%	?	i	-5.9%	14.1	-8.4%	-16.8%
Cc1ccccc1NC(=O)C1CC(=O)N(c2n[nH]c3cc(Br)ccc23)C1 (centres undefined)	14.7%	4.6%	i	13.2%	-5.1	4.3%	i
COc1ccc(-c2noc([C@@H]3C[C@@H](O)CN3Cc3ccc(C)cc3)n2)cc1	?	?	-6.0%[88.5 µM]	106.1%[activator][87.6 µM]	4.4	-11.5%[87.6 µM]	-9.4%[174 µM]
COc1ccc(CNC[C@H]2Cn3c(-c4ccc(Cl)cc4)cnc3CO2)cc1	-6.4%[172 µM]	56.2µM*	1.6%[88.5 µM]	-11.0%[87.6 µM]	20.3	-15.7%[87.6 µM]	31.6µM*
CCOC(=O)c1sc2ccccc2c1S(=O)(=O)N1CCN(c2cccc(C)c2)C(C)C1 (centres undefined)	nt	nt	nt	-1.0%	3.0	4.3%	nt
O=C1Nc2ccccc2CC12CCN(Cc1ccccc1C(F)(F)F)C2 (centres undefined)	-5.3%	?	-15.1%	-10.5%	11.5	6.7%	?

Record cards, as listed above. Screens in order: Luciferase inh | HEK cytotox | GPT2 inh | SNCA expr inh | IP6K1 inh | HEK293 viab | NIH3T3 tox
`COc1ccc(-c2noc([C@@H]3C[C@@H](O)CN3Cc3ccc(C)cc3)n2)cc1` is entered as ? | ? | -6.0%[88.5 µM] | 106.1%[activator][87.6 µM] | 4.4 | -11.5%[87.6 µM] | -9.4%[174 µM]
`COc1ccc(OC2CN(Cc3ccnn3C)C2)cc1` is entered as nt | -1.5%[172 µM] | -3.3%[88.5 µM] | 14.2%[87.6 µM] | 0.4 | 1.1%[87.6 µM] | -3.4%[138 µM]

The list goes on.
SMILES	Luciferase inh	HEK cytotox	GPT2 inh	SNCA expr inh	IP6K1 inh	HEK293 viab	NIH3T3 tox
COC(=O)[C@H]1[C@H]2C[C@@H]3c4[nH]c5cc(OC)ccc5c4CCN3C[C@H]2C[C@@H](OC(=O)/C=C/c2ccc(O)c(OC)c2)[C@@H]1OC	nt	nt	?	-40.4%[25.6 µM]	6.2	-38.0%[23.9 µM]	nt
Cc1ccc(S(=O)(=O)c2c(Nc3cc(F)ccc3F)sc(C(=O)c3ccc(F)cc3)c2N)cc1	nt	nt	nt	6.7%	-5.4	-1.6%	nt
CC(C)c1ccc(-c2nc(C(N)=O)c3c(n2)n(-c2ccc4c(c2)OCO4)c(=O)n3C)cc1	nt	nt	nt	23.4%	-1.0	6.6%	nt
Cc1cc(=O)n(CC(=O)N2CCCC(C)(Cc3ccc4c(c3)OCO4)C2)nc1C (centres undefined)	5.1%	?	-14.9%	-8.8%	-0.5	-3.9%	-29.6%
COc1cc([C@@H]2c3cc4c(cc3[C@H](O)[C@@H](CO)[C@@H]2C(=O)NCC2CC2)OCO4)cc(OC)c1OC	-6.3%	?	i	-17.8%	0.5	-16.0%	?
CC(C)c1ccc(CNC(=O)CCC2CCN(C(=O)c3ccccc3F)CC2)cc1	-1.3%	?	i	-2.8%	9.6	-22.5%	?
COCc1ccc2c(c1)c(OC(C)(C)C(=O)NCc1ccncc1)nn2Cc1ccccc1	-4.0%	-27.8%	-2.5%	29.0%	1.8	2.4%	28.2µM*
CCOc1ccc(-c2cc3c(=O)n(CC(=O)NCc4ccc(Cl)cc4)ccn3n2)cc1	nt	nt	nt	70.2%[activator]	-1.3	-0.5%	nt
O=C(c1cc(F)c(F)c(F)c1)N1CCC2(CCCNC2)C1 (centres undefined)	-1.0%	i	3.5%	-10.8%	7.6	-19.6%	-9.7%
CCNC(=O)c1cccnc1OC1CCN(C(=O)c2cccc(Cl)c2)C1 (centres undefined)	-8.4%	-2.5%	-3.0%	0.2%	22.5	7.6%	-0.6%
CCOc1ccc(CCNC(=O)C2CCN(C(=O)c3cc4sccc4n3CC)CC2)cc1OCC	nt	nt	nt	-15.7%	-5.1	-7.3%	nt
Fc1ccccc1N1CCN(c2ncc3c(n2)CCN(Cc2ccc(Br)s2)C3)CC1	nt	nt	nt	-1.2%	6.7	3.4%	nt
COCCOC1CN(C2CCN(S(=O)(=O)c3cccs3)CC2)C12CCCCC2 (centres undefined)	-3.2%	-12.2%	-1.9%	0.0%	-6.0	3.8%	-18.0%
CC1Cc2ccccc2N1C(=O)CSc1nnc(-c2cccc(Cl)c2)o1 (centres undefined)	nt	nt	nt	4.6%	16.8	14.7%	nt
CCOC(=O)/C=C(C)/C=C/C=C(C)/C=C/c1c(C)cc(OC)c(C)c1C	nt	nt	-5.7%	-58.0%[25.6 µM]	23.9	6.8%[23.9 µM]	nt
COC(=O)[C@@H]1Cc2nc[nH]c2CN1C	-0.6%[299 µM]	-0.9%[287 µM]	-23.5%[88.5 µM]	-2.8%[87.6 µM]	11.5	8.5%[87.6 µM]	-25.9%[230 µM]
CCCS(=O)(=O)N1CC(=O)N(c2cccc(F)c2)C(C)(C(=O)NC2CCCCCC2)C1 (centres undefined)	nt	nt	nt	?	34.2	-24.0%	nt
CC(C)Oc1ccc(C(=O)N2C[C@@H](CN(C)C)[C@@H](CO)C2)cc1	-3.2%	-18.9%	-23.5%	10.3%	25.3	13.9%	-10.3%
Cc1cccc(Nc2nc(C)nc(N)c2S(=O)(=O)c2ccccc2)c1	nt	nt	nt	20.4%	-3.2	-3.0%	nt
CC(=O)N(C1CC1)C1CCOC2(CCN(C(=O)c3cc(C)n(C)n3)CC2)C1 (centres undefined)	nt	-2.5%	i	-12.3%	10.9	-0.7%	-19.1%
Cc1c(C(=O)N(C)C)sc2c1c(=O)n(-c1ccc(F)cc1)c(=O)n2Cc1ccccc1C#N	nt	nt	nt	3.9%	-0.5	6.6%	nt
CCn1cc(CN2CCCN(S(C)(=O)=O)C(c3ccccc3)CC(=O)NCC2)c(C)n1 (centres undefined)	7.5%	i	i	9.4%	-3.3	3.8%	-1.7%
COC[C@@H]1CN(c2ncccn2)C[C@H]1C(=O)N1CCOCC1	1.7%	i	-0.2%	6.4%	13.7	-10.9%	0.7%
COc1ccc2nc(CO[C@H]3CN(C(=O)c4ccccc4)C[C@H]3F)[nH]c2c1	?	-23.1%[172 µM]	i	6.9%[87.6 µM]	1.6	3.9%[87.6 µM]	-18.5%[138 µM]
O=C(NC1CCN(C(=O)c2ccc(-c3cccs3)cc2)CC1)C1CCCC1	nt	?	i	23.2%	3.6	-9.4%[12.5 µM]	?

Only part of the results is shown (hit frequency here may not be typical).
